Bioassay records: PubChem BioAssay, Broad Institute
Mtb BioA inh: blocks M. tuberculosis BioA enzyme activity | inhibition, % at 9.99 µM | purified M. tuberculosis BioA enzyme, plate reader | 360,000 tested, 0.096% active; in the data active = inhibition above about 40%
The depositor's hits bear a star. Only part of the results is shown. The share of hits here may be higher or lower than overall.

SMILES,Mtb BioA inh
COc1ccc(S(=O)(=O)Nc2ccc3c(c2)CC(=O)N([C@H](C)CO)C[C@H](C)[C@@H](CN(C)Cc2ccc(-c4ccccc4)cc2)O3)cc1,-2.1
O=C(C[C@@H]1C=C[C@@H](NC(=O)Cc2ccccn2)[C@@H](CO)O1)NCCCN1CCOCC1,-2.7
CCCC#Cc1ccc2c(c1)O[C@H](CN(C)C(C)=O)[C@H](C)CN([C@@H](C)CO)S2(=O)=O,0.7
OC[C@H]1Nc2ccc(C#Cc3ccc(F)cc3)cc2[C@H]2[C@@H]1CCN2Cc1ccc2c(c1)OCO2,-3.0
Cc1ccc(S(=O)(=O)N[C@@H]2C=C[C@H](CC(=O)NCc3ccccc3F)O[C@@H]2CO)cc1,1.3
O=C(C1CCC1)N1CC[C@@H]2[C@H]1c1cc(C#Cc3cccc(F)c3)ccc1N[C@@H]2CO,-2.3
COc1cccc(C#Cc2ccc([C@@H]3[C@@H](CO)N(C(=O)C4CC4)[C@H]3C#N)cc2)c1,-1.4
CCC(=O)N(C)C[C@H]1Oc2ncc(-c3ccccc3OC)cc2C(=O)N([C@@H](C)CO)C[C@H]1C,-4.4
O=C(C[C@H]1CC[C@H](NS(=O)(=O)c2cccc(F)c2)[C@@H](CO)O1)N1CCCCC1,-1.5
C[C@@H]1CCCCO[C@H](CN(C)Cc2ccc(C(F)(F)F)cc2)[C@@H](C)CN([C@@H](C)CO)C(=O)c2cc(NC(=O)Nc3ccc(F)cc3)ccc2O1,1.7
C[C@@H]1CN([C@@H](C)CO)C(=O)c2cccc(NC(=O)Nc3ccc(C(F)(F)F)cc3)c2O[C@H]1CN(C)S(C)(=O)=O,3.6
CCCNC(=O)N(C)C[C@H]1[C@H](c2ccccc2)[C@@H](CO)N1C(=O)c1ccccc1,-2.0
C[C@H]1CN([C@@H](C)CO)C(=O)c2cc(/C=C/c3ccccc3)cnc2O[C@@H]1CN(C)C(=O)c1ccc(F)cc1,-0.7
C[C@@H]1CCCCO[C@H](CN(C)S(=O)(=O)c2ccc(F)cc2)[C@@H](C)CN([C@@H](C)CO)C(=O)c2cc(NS(=O)(=O)c3cn(C)cn3)ccc2O1,-0.2
O=C(NCCc1ccccc1)[C@@H]1[C@@H](CO)[C@@H]2Cn3c(cccc3=O)[C@H]1N2CC1CC1,-2.6
COc1ccc(NC(=O)Nc2ccc3c(c2)C(=O)N([C@H](C)CO)C[C@H](C)[C@H](CN(C)Cc2ccc(C(F)(F)F)cc2)OCCCC[C@H](C)O3)cc1,-1.5
C[C@@H]1CN([C@H](C)CO)S(=O)(=O)c2ccc(-c3cncnc3)cc2O[C@@H]1CN(C)C(=O)CC1CC1,-1.4
O=C(Cc1ccncc1)NCC[C@H]1CC[C@@H](NC(=O)C2CCCCC2)[C@H](CO)O1,-2.0
C[C@@H]1CN([C@H](C)CO)C(=O)c2cc(C#Cc3ccncc3)cnc2O[C@H]1CN(C)C(=O)CN(C)C,-1.0
CCCNC(=O)[C@H]1[C@H](CO)[C@H]2Cn3c(ccc(C4=CCCC4)c3=O)[C@@H]1N2CCC(F)(F)F,-0.9
CC(=O)N(C[C@H]1N[C@H](CO)[C@@H]1c1ccccc1)C(C)C,1.9
COc1ccc(NC(=O)N(C)C[C@H]2OCCCC[C@H](C)Oc3ccc(NC(=O)Cc4ccccc4)cc3C(=O)N([C@@H](C)CO)C[C@H]2C)cc1,3.1
COc1ccc(S(=O)(=O)Nc2cccc3c2O[C@H](CN(C)CC2CC2)[C@H](C)CN([C@H](C)CO)C3=O)cc1,-3.0
COc1ccc(NC(=O)Nc2ccc3c(c2)C(=O)N([C@@H](C)CO)C[C@H](C)[C@H](CN(C)C(=O)Cc2ccccc2)OCCCC[C@H](C)O3)cc1,0.1
C[C@H]1CN([C@@H](C)CO)C(=O)c2cccc(NS(=O)(=O)c3ccc(F)cc3)c2O[C@H]1CN(C)C,-2.7

The final two entries of the part before come first, to join the parts.
SMILES,Mtb BioA inh
COc1ccc(NC(=O)Nc2ccc3c(c2)C(=O)N([C@@H](C)CO)C[C@H](C)[C@H](CN(C)C(=O)Cc2ccccc2)OCCCC[C@H](C)O3)cc1,0.1
C[C@H]1CN([C@@H](C)CO)C(=O)c2cccc(NS(=O)(=O)c3ccc(F)cc3)c2O[C@H]1CN(C)C,-2.7
CCCN(C)C[C@H]1OCCCC[C@H](C)Oc2ccc(NS(=O)(=O)c3c(C)noc3C)cc2C(=O)N([C@H](C)CO)C[C@H]1C,-3.6
C[C@@H]1CN([C@H](C)CO)C(=O)c2cc(NC(=O)Cc3ccccc3)ccc2O[C@@H](C)CCCCO[C@@H]1CN(C)S(C)(=O)=O,-0.1
O=C(C[C@H]1C=C[C@H](NC(=O)CN2CCOCC2)[C@H](CO)O1)NCc1cccc(F)c1,-0.7
C[C@H](NC(=O)C[C@H]1CC[C@@H](NC(=O)c2cccnc2)[C@@H](CO)O1)c1ccccc1,0.0
C[C@@H]1CN([C@@H](C)CO)C(=O)c2cc(NS(=O)(=O)c3cn(C)cn3)ccc2O[C@@H](C)CCCCO[C@@H]1CN(C)C(=O)Nc1ccc(C(F)(F)F)cc1,-1.1
CCCNC(=O)Nc1ccc2c(c1)C(=O)N(C)C[C@H](OC)[C@H](C)CN(Cc1ccncc1)[C@H](C)CO2,0.6
N#C[C@@H]1[C@H](c2ccc(C3=CCCC3)cc2)[C@H](CO)N1C(=O)C1CCOCC1,-0.3
CC(C)NC(=O)N(C)C[C@H]1Oc2c(NS(C)(=O)=O)cccc2C(=O)N([C@@H](C)CO)C[C@H]1C,-0.9
C[C@@H]1CN([C@@H](C)CO)C(=O)Cc2cc(NC(=O)Cc3ccccc3)ccc2O[C@@H]1CN(C)Cc1ccc(Cl)c(Cl)c1,-1.4
C=C[C@@H](OC)[C@H](OC(=O)Nc1ccc(SC)cc1)c1ccc(OCCO)cc1,-0.9
CN(C)C(=O)c1ccc(-c2ccc([C@@H]3[C@H](CO)N4CCCCN(Cc5cncnc5)C[C@@H]34)cc2)cc1,-2.2
COc1ccc(NC(=O)N[C@H]2CC[C@@H](CCn3cc(-c4ccccc4)nn3)O[C@H]2CO)cc1,4.0
Cc1ccc(S(=O)(=O)N[C@@H]2C=C[C@@H](CC(=O)NCc3ccc(Cl)c(Cl)c3)O[C@@H]2CO)cc1,1.0
CNC[C@H]1OCCCC[C@@H](C)Oc2ccc(NC(=O)Nc3ccc4c(c3)OCO4)cc2C(=O)N([C@@H](C)CO)C[C@H]1C,-1.4
O=C(C[C@@H]1CC[C@H](NC(=O)C2CC2)[C@H](CO)O1)NCc1ccccc1Cl,-1.6
N#C[C@@H]1[C@@H](c2ccc(C#Cc3cccnc3)cc2)[C@@H](CO)N1C(=O)C1CCC1,5.0
Cc1noc(C)c1NC(=O)Nc1ccc2c(c1)CC(=O)N([C@@H](C)CO)C[C@@H](C)[C@@H](CN(C)C(=O)Nc1ccc(F)cc1)O2,0.2
O=C(C[C@@H]1CC[C@H]2[C@@H](COC[C@@H](O)CN2S(=O)(=O)c2ccc(Cl)cc2)O1)N[C@H]1CCN(Cc2ccccc2)C1,4.4
COc1cccc(C(=O)Nc2ccc3c(c2)OC[C@H](C)N(CC2CC2)C[C@@H](C)[C@H](OC)CN(C)C3=O)c1,2.4
CCCNC(=O)N(C)C[C@H]1Oc2cc(C#CC(C)(C)O)ccc2S(=O)(=O)N([C@H](C)CO)C[C@@H]1C,1.2
C[C@@H]1CCCCO[C@@H](CN(C)C(=O)Nc2cccc3ccccc23)[C@H](C)CN([C@H](C)CO)C(=O)c2cc(NS(C)(=O)=O)ccc2O1,0.0
CO[C@H]1CN(C)C(=O)c2ccc(NS(C)(=O)=O)cc2OC[C@@H](C)N(Cc2nccs2)C[C@@H]1C,-2.2
C[C@H](O)C#Cc1ccc2c(c1)O[C@@H](CN(C)Cc1cccnc1)[C@H](C)CN([C@H](C)CO)S2(=O)=O,3.7
COc1ccc(S(=O)(=O)Nc2ccc3c(c2)CC(=O)N([C@H](C)CO)C[C@@H](C)[C@@H](CN(C)Cc2ccc(-c4ccccc4)cc2)O3)cc1,-2.2
C[C@@H]1CN([C@H](C)CO)C(=O)c2cccc(NC(=O)c3ccncc3)c2O[C@@H]1CN(C)Cc1ccc2c(c1)OCO2,3.2

Reprinted at random: 5 records from the list.
SMILES,Mtb BioA inh
CCCNC(=O)N(C)C[C@H]1Oc2cc(C#CC(C)(C)O)ccc2S(=O)(=O)N([C@H](C)CO)C[C@@H]1C,1.2
C[C@@H]1CN([C@H](C)CO)C(=O)c2cccc(NC(=O)c3ccncc3)c2O[C@@H]1CN(C)Cc1ccc2c(c1)OCO2,3.2
C[C@@H]1CN([C@@H](C)CO)C(=O)Cc2cc(NC(=O)Cc3ccccc3)ccc2O[C@@H]1CN(C)Cc1ccc(Cl)c(Cl)c1,-1.4
CO[C@H]1CN(C)C(=O)c2ccc(NS(C)(=O)=O)cc2OC[C@@H](C)N(Cc2nccs2)C[C@@H]1C,-2.2
N#C[C@@H]1[C@@H](c2ccc(C#Cc3cccnc3)cc2)[C@@H](CO)N1C(=O)C1CCC1,5.0

(further entries)
SMILES,Mtb BioA inh
C[C@@H]1CCCCO[C@@H](CN(C)C(=O)c2ccncc2)[C@@H](C)CN([C@H](C)CO)C(=O)c2cc(NC(=O)c3ccccc3)ccc2O1,-2.0
CO[C@@H]1CN(C)C(=O)c2cc(NS(=O)(=O)c3ccc(-c4ccccc4)cc3)ccc2OC[C@@H](C)NC[C@@H]1C,-0.2
CCCNC(=O)N[C@H]1CC[C@@H](CCn2cc(C3CCCC3)nn2)O[C@H]1CO,7.1
C[C@H](CO)N1C[C@H](C)[C@@H](CN(C)CC2CC2)Oc2ccc(NC(=O)CCCN(C)C)cc2C1=O,0.6
C[C@@H](O)C#Cc1cnc2c(c1)C(=O)N([C@@H](C)CO)C[C@H](C)[C@H](CN(C)CC1CCOCC1)O2,-1.4
CO[C@H]1CN(C)C(=O)c2cc(NC(=O)NC3CCCCC3)ccc2OC[C@H](C)N(CCc2ccccc2)C[C@H]1C,-1.8
COCC(=O)Nc1ccc2c(c1)OC[C@@H](C)N(Cc1ccccc1OC)C[C@H](C)[C@@H](OC)CN(C)C2=O,3.2
Cc1ccc(S(=O)(=O)Nc2cccc3c2O[C@H](CN(C)S(C)(=O)=O)[C@H](C)CN([C@H](C)CO)C3=O)cc1,-0.6
C[C@H](CO)N1C[C@H](C)[C@H](CN(C)Cc2ccncc2)Oc2ccc(NC(=O)Nc3ccccc3)cc2CC1=O,-1.8
C[C@@H]1CN([C@H](C)CO)C(=O)c2cc(C#CC3CCCC3)cnc2O[C@@H]1CN(C)C(=O)c1ccncc1,1.6
COc1ccc(NC(=O)N(C)C[C@H]2Oc3c(NC(=O)Nc4ccc(F)cc4)cccc3C(=O)N([C@H](C)CO)C[C@H]2C)cc1,2.7
Cc1cc(C(=O)Nc2cccc3c2O[C@H](CN(C)C(=O)NC2CCCCC2)[C@@H](C)CN([C@@H](C)CO)C3=O)n(C)n1,-1.1
C[C@@H]1CN([C@@H](C)CO)C(=O)c2cc(NC(=O)CCC(F)(F)F)ccc2O[C@@H]1CN(C)S(=O)(=O)c1cccs1,1.1
C[C@@H]1CN([C@H](C)CO)C(=O)c2cc(-c3cccc(C(=O)N(C)C)c3)cnc2O[C@H]1CN(C)S(=O)(=O)c1ccccc1,7.0
Cc1ccc(S(=O)(=O)N(C)C[C@H]2OCCCC[C@@H](C)Oc3ccc(NC(=O)Nc4ccccc4)cc3C(=O)N([C@H](C)CO)C[C@@H]2C)cc1,-0.1
O=S(=O)(c1ccc(F)cc1)N1C[C@@H]2[C@H](c3ccccc31)[C@@H](CO)N2Cc1ccccc1Cl,-4.0
COc1cccc(-c2ccc3c(c2)[C@H]2[C@H](CCN2C(=O)c2cnccn2)[C@H](CO)N3)c1,11
C/C=C/c1ccc([C@@H]2[C@@H](CN(C)C(=O)CC)N(C(=O)NCCC)[C@H]2CO)cc1,-2.0
COc1ccc(-c2ccc3n(c2=O)C[C@H]2[C@H](CO)[C@@H](C(=O)N4CCN(C)CC4)N[C@@H]32)cc1,1.8
CCCNC(=O)N(C)C[C@H]1Oc2cc(C#Cc3ccccn3)ccc2S(=O)(=O)N([C@H](C)CO)C[C@H]1C,0.0
C[C@H]1CN([C@@H](C)CO)S(=O)(=O)c2ccc(C#Cc3ccccc3F)cc2O[C@H]1CN(C)C,3.3
COC(=O)[C@@]1(CCS(=O)(=O)c2ccccc2)COC(c2ccc(OCCCO)cc2)=N1,-0.5
C[C@@H]1CCCCO[C@@H](CN(C)S(=O)(=O)c2ccc(Cl)cc2)[C@@H](C)CN([C@@H](C)CO)C(=O)c2cc(NS(C)(=O)=O)ccc2O1,-0.7
O=C(C[C@@H]1C[C@@H]2c3cc(NC(=O)c4cccnc4)ccc3O[C@@H]2[C@H](CO)O1)NCc1ccncc1,32
COc1ccc(CN(C)C[C@H]2Oc3ccc(NC(=O)C4CC4)cc3CC(=O)N([C@H](C)CO)C[C@H]2C)cc1,-0.3

(next part)
SMILES,Mtb BioA inh
CCCC#Cc1ccc([C@@H]2[C@@H](C#N)N(C(=O)C3CCC3)[C@@H]2CO)cc1,0.0
O=C(NCC[C@@H]1CC[C@H](NS(=O)(=O)c2cccc(F)c2)[C@H](CO)O1)c1cnccn1,2.2
COc1ccc(CCNC(=O)[C@@]2(Sc3ccc(C)cc3)CC(=O)N(C3CCCCC3)[C@@H]2c2ccc(CO)cc2I)cc1,-1.7
C[C@@H]1CCCCO[C@@H](CN(C)C(=O)c2ccncc2)[C@H](C)CN([C@H](C)CO)C(=O)c2cc(NS(=O)(=O)c3ccc(Cl)cc3)ccc2O1,-2.0
C[C@@H]1CN([C@H](C)CO)C(=O)c2cccc(NC(=O)c3cnccn3)c2O[C@H]1CN(C)Cc1ccccc1,-3.0
CCCNC(=O)N1[C@H](C#N)[C@H](c2ccc(C#Cc3ccc(F)cc3)cc2)[C@H]1CO,-2.0
COc1ccc(NC(=O)Nc2ccc3c(c2)[C@@H]2C[C@@H](CC(=O)N[C@@H](C)c4ccccc4)O[C@@H](CO)[C@@H]2O3)cc1,0.2
